GLP-1R inv ag = GLP-1 receptor (human) inverse agonism. P43220. HEK293 GLP-1R CRE-luciferase, luminescence, 24 h; GLP-1R form is constitutively active. actives 1.6% (n = 410,000). Potency, µM (top dose mostly 38.3 µM), for the others: at the highest dose activity change, negative = inhibition, actives largely listed as inhibitors; further: potency means the concentration at half of the fitted maximal effect; on the % scale 0 is the no-effect control and ±100 the full control effect; nearly all actives have a fitted effect of over 55% in size
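Assay principle: reduced luminescence from a cAMP-responsive reporter in HEK293 cells co-expressing a constitutively active GLP-1R. Conditions: 24 hr compound incubation, 37 deg C, 5% CO2.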
FUS suppressor = FUS proteinopathy suppression in yeast; Potency, µM (series often up to 76.6 µM), without a hit: at the highest dose growth rescue (activation), hits mostly activators; actives 0.24% (n = 390,000); S. cerevisiae FUS-expressing, growth rescue, OD600, 24 h;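 further: potency means the concentration at half of the fitted maximal effect; plate controls were DMSO vehicle for no effect and reference control for full effect; nearly all actives have a fitted effect of over 55% in size; some results filed as inactive show a strong effect at the top dose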
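Toxicity suppression screen in FUS-yeast. Cells induced with 2% galactose, starting OD 0.005, treated 24hr at 30C with compounds at multiple final concentrations; growth by OD600.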
Akt phos inh = Akt phosphorylation inhibition | Neuro2A IGF-stimulated pAkt S473 HTRF, 20 min; stronger effect = lower value | activity change, % for hits at 50 µM | actives 0.32% (n = 360,000); in the data active means activity change below about -80%; inconclusive means mostly about -51% to -80%; further: on the % scale 0 is the no-effect control and ±100 the full control effect
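Neuro2A cells in DMEM with 0.5% FBS, overnight at 37 deg C, given compound at single 50 µM final, then IGF (6 nM final) for 20 min at 37 deg C. Lysed; phospho-Akt Ser473 by HTRF after 24 h, 665/615 ratio.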
Abeta yeast res = compounds reversing amyloid beta toxicity in yeast | yeast expressing A-beta42, growth rescue, OD600, 48 h; response scale: 0% DMSO, 100% iron-clioquinol control | Potency, µM (doses to about 46.1 µM), for the others: top-dose growth rescue, actives largely listed as activators | actives 0.063% (n = 410,000) | AID 1347071; further: potency means the concentration at half of the fitted maximal effect; nearly all actives have a fitted effect of over 55% in size
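Yeast growth medium received pinned compounds, then yeast cells expressing toxic A-beta were added; plates incubated at 30 C for 48 hr. Growth read as absorbance at 600 nm, normalized to DMSO and equimolar FeCl3 plus clioquinol controls.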
PTHR1 ag = agonists of human PTHR1 parathyroid hormone receptor; Q03431; Potency, µM (top dose mostly 115 µM), without a hit: at the highest dose activation, usual class: activators; HEK293 GP2 PTHR1 cells, GloSensor cAMP luminescence, 1 h; actives 0.075% (n = 410,000); further: potency means the concentration at half of the fitted maximal effect; nearly all actives have a fitted effect of over 55% in size; some results filed as inactive show a strong effect at the top dose; inactives centre near -15; many of its hits are not listed in these tables
Target sequence (Q03431 whole entry, looked up): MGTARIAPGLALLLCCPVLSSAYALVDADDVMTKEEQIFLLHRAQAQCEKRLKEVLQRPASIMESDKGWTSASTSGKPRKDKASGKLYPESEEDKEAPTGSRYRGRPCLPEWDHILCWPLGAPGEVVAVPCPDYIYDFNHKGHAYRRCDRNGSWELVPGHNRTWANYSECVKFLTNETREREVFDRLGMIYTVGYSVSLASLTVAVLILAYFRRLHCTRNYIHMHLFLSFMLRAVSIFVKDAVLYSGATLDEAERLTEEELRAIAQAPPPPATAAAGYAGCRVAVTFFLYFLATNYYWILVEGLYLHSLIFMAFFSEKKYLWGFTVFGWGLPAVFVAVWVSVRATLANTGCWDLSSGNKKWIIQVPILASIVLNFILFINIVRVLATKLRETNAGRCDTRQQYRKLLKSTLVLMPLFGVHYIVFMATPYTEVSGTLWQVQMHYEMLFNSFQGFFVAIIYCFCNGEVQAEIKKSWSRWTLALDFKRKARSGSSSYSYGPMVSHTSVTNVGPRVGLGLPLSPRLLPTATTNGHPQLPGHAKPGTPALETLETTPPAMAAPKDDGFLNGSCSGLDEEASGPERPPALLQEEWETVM
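HEK-293-derived GP2 cells expressing PTHR1 and a GloSensor cAMP reporter, 3,000/well, plated overnight, given luciferin plus IBMX (each 0.5 mM as added) for 1 h at 37 °C, then compound for 1 h at 37 °C. Luminescence was read after 15 min at room temperature.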
aSyn rescue = rescues yeast growth from alpha-synuclein toxicity; Yeast expressing alpha-synuclein, growth rescue, BacTiter-Glo, 24 h; actives 0.14% (n = 370,000); Potency, µM (titrated, usually from 46.1 µM), for inactives: at the highest dose growth rescue (activation), usual class: activators; further: potency means the concentration at half of the fitted maximal effect; % of control where 0% means no effect; nearly all actives have a fitted effect of over 65% in size
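Galactose-induced alpha-syn yeast (OD600=0.02, raffinose-pregrown) + pinned cpd, 24 hr, 30 deg C; growth by BacTiter-Glo luminescence. Growth restoration scores as activation.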
D3 antag = D3 dopamine receptor (human) antagonism | P35462 | actives 2.5% (n = 360,000) | D3R cells, DiscoveRx beta-arrestin luminescence, antagonist mode; stronger effect = lower value | AID 652054 | max response, negative = inhibition, %; in the data active means max response below about -50%; inconclusive means no clear call, values can overlap the other calls; further: on the % scale 0 is the no-effect control and ±100 the full control effect; mostly tested at two doses, the higher about 12 µM
Target sequence (P35462 whole entry, looked up): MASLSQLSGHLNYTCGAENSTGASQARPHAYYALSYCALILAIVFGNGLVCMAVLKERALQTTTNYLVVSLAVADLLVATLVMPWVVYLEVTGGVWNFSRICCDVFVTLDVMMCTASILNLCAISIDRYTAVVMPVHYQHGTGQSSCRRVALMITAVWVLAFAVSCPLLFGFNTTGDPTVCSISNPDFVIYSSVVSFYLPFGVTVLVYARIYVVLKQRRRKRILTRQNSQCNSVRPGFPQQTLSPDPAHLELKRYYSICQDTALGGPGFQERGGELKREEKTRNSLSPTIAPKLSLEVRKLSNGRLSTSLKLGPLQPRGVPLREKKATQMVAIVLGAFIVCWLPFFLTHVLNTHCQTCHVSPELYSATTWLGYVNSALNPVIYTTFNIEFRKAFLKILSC
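Cells plated overnight at 1500 cells/well, then exposed to library compounds with dopamine controls for 90 minutes at 37 degrees C. DiscoveRx reagent added for 30–60 minutes at room temperature; luminescence read, quantitative HTS format.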
GLP1R ag = agonists of human GLP-1 receptor; P43220; HEK293 GLP-1R CRE-luciferase, luminescence, 4-6 h; cells express a hypersensitive GLP-1R form; Potency, µM (titrated, usually from 45.6 µM), without a hit: at the highest dose activation, actives largely listed as activators; actives 0.007% (n = 380,000); AID 624172; further: potency means the concentration at half of the fitted maximal effect; % of control where 0% means no effect
TDP-43 yeast inh = inhibitors of TDP-43 toxicity in yeast | TDP-43 expressing yeast growth rescue, BacTiter-Glo, 24 h | Potency, µM (series often up to 46.1 µM), for inactives: at the highest dose growth rescue (activation), actives largely listed as activators | actives 1.8% (n = 410,000) | AID 652104; further: potency means the concentration at half of the fitted maximal effect; % of control where 0% means no effect; nearly all actives have a fitted effect of over 50% in size
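Growth rescue of TDP-43-toxic yeast measured as ATP luminescence (BacTiter-Glo). Cells grown to mid-log in raffinose, induced in galactose at OD600=0.02, exposed to compound 24 hr at 30 deg C.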
* hit, by the source's call; i = inactive; ? = inconclusive; . = no result given; & = joins results of further samples; [ ] = another dose, or the depositor's remark. Unless noted, the call rests on the fitted dose curve; in most records, active means well fitted curve in the direction sought with a large enough effect; inconclusive means small, poorly fitted or top-dose-only effect, or another doubt; inactive means no such curve, though single readings can be large; an effect the other way counts as inactive or inconclusive. These rows are one share of the data; the hit share may differ from the screen's.

mol	GLP-1R inv ag	aSyn rescue	FUS suppressor	D3 antag	GLP1R ag	TDP-43 yeast inh	Abeta yeast res	Akt phos inh	PTHR1 ag
COC(=O)c1ccc2c(=O)n(Cc3ccc(C(=O)NCCCN4CCC(C)CC4)cc3)c(=S)[nH]c2c1	-3%	3%	38%	0	8%	.	-2%	i	?
CCN(CC)S(=O)(=O)c1nnc(NC(=O)COc2ccccc2)s1	8%	.	-10%	.	.	-7%	-18%	.	i
CCCCC(=O)NNC(=O)c1c(O)c2ccccc2[nH]c1=O	3%	?	-20%	6	-4%	-22%	3%	i	-3%
CC(C)(C)NS(=O)(=O)c1ccc(CCC(=O)N2CCCCC2)cc1	6%	-2%	8%	9	-2%	-2%	18%	i	-11%[57.5 µM]
O=C(CCN1C(=O)C2CC=C(Cl)CC2C1=O)NC1CCCCC1 (stereo unspecified)	-5%	1%	14%	1	1%	-7%	14%	i	-21%[57.5 µM]
COc1ccc(OCc2ccc(-c3nc(C#N)c(N4CCCCC4)o3)o2)cc1	?	.	30%	.	.	-3%	12%	.	-11%
CC(C)[C@@H](C(=O)NCC1CCCO1)N1C(=O)N2CCc3c([nH]c4ccccc34)[C@@]2(C)C1=O (stereo partly specified)	-20%	-9%	7%	19	-1%	0%	3%	i	i
COc1ccc2c(c1)[nH]c1c(=O)n(Cc3ccccn3)cnc12	26%	1%	12%	0	17%	10%	10%	i	i
Cc1ccc(S(=O)(=O)Nc2nc(C)c(C(=O)NNS(=O)(=O)c3cc(C)ccc3C)s2)cc1	-21%	-12%	23%	7	2%	-5%	4%	i	i
Cc1ccc(Cn2cc(S(=O)(=O)c3ccc(C(C)C)cc3)c(=O)c3cc4c(cc32)OCO4)cc1	8%	-2%	?	-10	6%	-18%	-7%	i	i
COCCn1c(=O)[nH]c2cc(C(=O)N3CCN(c4ccccc4)CC3)ccc2c1=O	-6%&8%	1%	16%&-5%	-14	0%&0%	-2%&17%	3%&1%	i	-36%&-39%[inhibitor]
O=C(c1ccco1)N1N=C(c2ccco2)CC1c1ccc(Cl)cc1Cl (stereo unspecified)	-7%	0%[1.84 µM]	38%	-7	-4%	-15%	-3%	i	-35%[inhibitor]
Cn1c(=O)oc2cc(S(=O)(=O)NCCC(=O)N3CCc4ccccc43)ccc21	13%	-10%	.	-10	1%	19%	0%	i	i
CCC(C(N)=O)N1C(=O)C2C3CCC(C3)C2C1=O (stereo unspecified)	8%	1%	28%	4	10%	14%	-11%	i	-14%
CC(CNC(=O)CN1C(=O)CCSc2ccccc21)c1ccccc1 (stereo unspecified)	-13%	3%	19%	8	15%	6%	-12%	i	i
O=C1c2ccccc2C(=O)c2c1ccc(O)c2O	-3%	-11%	-21%	-17	-5%&-5%	-70%[inhibitor]	-40%[inhibitor]	i	-17%
CC(=O)c1cccc(NC(=S)N2CCN(S(C)(=O)=O)CC2)c1	-13%	3%	25%	5	0%	1%	-3%	i	-25%
CC(=O)Nc1cc(-c2nn(C)c(=O)c3ccccc23)ccc1N1CCCCC1	0%	.	?	13	3%	-13%	10%	.	?
Nc1c(-c2nc(-c3cccs3)no2)nnn1-c1cccc(Cl)c1	34%[activator]	.	-12%	.	.	11%	-13%	.	i
CCCCOC(=O)c1ccc(NC(=O)c2cc3c(=O)n4cccc(C)c4nc3s2)cc1	13%	.	9%	.	.	15%	-1%	.	i
COc1cc(CNC(C)C)ccc1OCC(=O)Nc1cccc2ccccc12	?	0%	.	5	-1%	-21%	0%	i	9%
Cc1ccc(NC(=O)NNC(=O)c2cccs2)cc1	29%	-4%	22%	8	-4%	14%	8%	i	i
CCN(CC)c1ccc(C(=O)NNC(=O)CCc2nc3ccccc3c(=O)[nH]2)cc1	1%	2%	18%	4	7%	13%	-11%	i	-12%
CCOC(=O)NC(=O)c1cn(-c2ccc(OC)cc2)c(=O)[nH]c1=O	-1%	0%	-24%	14	-2%	6%	-11%	i	i
Cc1ccc(-c2n[nH]c(=S)nc2-c2ccc(C)cc2)cc1	?	-9%	?	-2	-9%	20%	3%	i	11%
COc1ccc(N(CC(C)C)S(=O)(=O)c2nnc(NC(=O)c3ccco3)s2)cc1	?	4%	23%&2%	-91*	-4%	-2%&6%	-7%&7%	i	-21%&-20%
Cc1ccc(COC(=O)c2nn(-c3ccccc3)nc2N)cc1	?	6%	-14%	15	-2%	18%	3%	i	-9%
Cc1cccc(NC(=O)/C(=C\c2ccc([N+](=O)[O-])o2)NC(=O)c2ccc(Cl)cc2)c1	7%	4%	24%	-1	-9%	16%	2%	i	-15%
Cc1ccc(NC(=O)CSc2nc(N)c3cc4c(nc3n2)CCCC4)cc1	-5%	2%	.	7	4%	11%	-18%	i	i
CC(C)C(N)c1csc(Nc2ccccn2)n1 (stereo unspecified)	-11%	-13%	-28%	28	6%	11%	-2%	i	i
C#CCN(C[C@@H]1[C@@H](OC(=O)NCC2CCCCC2)[C@@H](OC(=O)NCC2CCCCC2)CN(C(=O)OC(C)C)N1C(=O)OC(C)C)S(=O)(=O)c1ccc(C)cc1	?	0%	39%	4	4%	0%	-9%	i	i
CCN[C@H]1CN(CCCOC)S(=O)(=O)c2sc(S(N)(=O)=O)cc21	5%	1%	5%	17	-3%	14%	18%	i	-22%
COc1ccccc1-c1cc2nc(C)c(CCC(=O)NCc3ccco3)c(C)n2n1	-7%	8%	24%	-8	-5%	0%	1%	i	-5%
COc1ccc(N2CCN(c3cc(C)nc4nc(-c5ccc(C)cc5)nn34)CC2)cc1	7%	.	-14%	.	0%	7%	-12%	.	-11%
C[C@H](CO)N1C[C@H](C)[C@@H](CN(C)Cc2ccccn2)Oc2ncc(-c3ccccc3)cc2C1=O	2%	-1%	-10%	0	2%	21%	-22%	i	-15%
CCN(CC)CCN1C(=O)C2C(C(=O)Nc3cccc(SC)c3)C3C=CC2(O3)C1C(=O)NC1CCCC(C)C1C (stereo unspecified)	?	-1%	18%	-10	9%	-10%	11%	i	i
COc1ccc(C2C(C(=O)Nc3ccccc3)=C(C)Nc3nc(-c4ccccc4)nn32)c(OC)c1 (stereo unspecified)	?	.	?	.	-4%	-6%	5%	.	21%
Cn1c(N2CCOCC2)nc2c1c(=O)n(Cc1ccc(Cl)cc1)c(=O)n2C	0%	1%	4%	18	1%	19%	1%	i	?
COc1ccc(N)cc1NC(=O)CN1CCOCC1	12%	12%	-13%	60	-5%	13%	-3%	i	i
CCc1ccc2c(c1)NC(c1cccnc1)=NC(c1ccc(C(C)(C)C)cc1)=N2	?	.	?	.	.	9%	-12%	.	-49%
O=C(Cn1cnc2ccccc21)N/N=C/c1cccnc1	-1%	-1%	-4%	-14	7%	-12%	-21%	i	-11%
COc1ccc(C2CC(c3ccccc3)=NN2C(=O)COC(=O)c2cc(S(=O)(=O)N3CCOCC3)ccc2F)cc1 (stereo unspecified)	-1%	1%	?	-1	20%	-4%	1%	i	-16%
N#Cc1cnc(SCC(=O)c2ccccc2)nc1N	53%[activator]	0%	4%	-8	5%	21%	5%	i	-9%[57.5 µM]
O=C(Nc1cccc([N+](=O)[O-])c1)c1ccc2ccccc2c1O	-19%	-4%	7%	?	7%	-11%	-2%	i	-19%
CCOC(=O)C1=C(N)OC2=C(C(=O)CCC2)C1c1cccs1 (stereo unspecified)	3%	1%	-10%	20	-4%	-9%	9%	i	-4%[57.5 µM]
CCCCNS(=O)(=O)c1ccc2nc(-c3cccnc3)cc(C(=O)NCCCOC)c2c1	-7%	5%	27%	12	4%	26%	1%	i	i
c1coc(-c2nnc3sc(Cc4cccs4)nn23)c1	0%	-4%	10µM*	-4	0%	-6%	-17%	i	-22%
CC(NC(=O)COC(=O)Cc1ccsc1)C1CC2CCC1C2 (stereo unspecified)	7%	-2%	2%	-21	1%	0%	-5%	i	i
O=C(CN(Cc1ccccc1)C(=O)CNS(=O)(=O)c1ccccc1)NCc1ccco1	-7%	1%	10%	5	1%	0%	-4%	i	-2%
Cc1[nH]c2ccccc2c1C(=O)CSC(=S)N(C)C1CCCCC1	17%	-21%	.	-12	-2%	-8%	-6%	i	-13%

Next results.
mol	GLP-1R inv ag	aSyn rescue	FUS suppressor	D3 antag	GLP1R ag	TDP-43 yeast inh	Abeta yeast res	Akt phos inh	PTHR1 ag
Cc1nn(S(=O)(=O)c2ccc(F)cc2)c(C)c1S(=O)(=O)N1CCCCC1	15%&14%	-4%	8%&6%	2	-1%&-4%	-24%&13%	-9%&-13%	i	i
O=C(Cc1ccccc1[N+](=O)[O-])NCC1(c2cccc3c2OCO3)OCCO1	-1%	3%	.	-11	1%	11%	-3%	i	-23%
C/C(=N/NC(=O)c1ccc(Cl)cc1Cl)c1cccnc1	1%	-2%	-17%	-3	-4%	-3%	-6%	i	i
CCCOC(=O)c1ccc(Oc2cn[nH]c2-c2ccc(OCC(=O)NN)cc2O)cc1	0%	-4%	43%	19	20%	?	-9%	i	-30%
O=C(NN=Cc1cccc2ccccc12)C1CC1	?	-3%	6%	1	20%	-4%	0%	i	i
O=C(c1ccc2nc(N3CCOCC3)sc2c1)N1CCCC1	14%	0%	-14%	21	7%	15%	2%	i	-1%

Bioassay records (PubChem)
